Screening results as filed in PubChem BioAssay.
TNAP inh hiacc = human TNAP enzyme inhibitors, primary screen, biochemical, luminescent, high phosphate acceptor level, uHTS. purified TNAP, CDP-star luminescence, 1 M DEA. inhibition, % at 20 µM. 200,000 tested, 0.03% active;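 active = over 50% inhibition of tissue-nonspecific alkaline phosphatase at 20 µM in the single-dose screen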;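 also: plate controls were DMSO wells for no effect and EDTA-quenched wells as full inhibition for full effect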
FLuc inhib CS = firefly luciferase enzyme inhibitors, primary screen, artefact control for luciferase-based inhibitor screens, biochemical, luminescence, ATPLite | Luciferin 4-monooxygenase (Photinus pyralis), P08659 | 10 min | inhibition, % at 10 µM | 200,000 tested, 1.5% active | AID 1006, 2008;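 active = inhibition above about 50% when tested at 10 µM, limit read from the data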
APP 5'UTR act = activators of APP 5'UTR luciferase reporter, primary screen, SH-SY5Y cells; activation, % at 2 µM; SH-SY5Y APP 5'UTR luciferase reporter, luminescence; zero percent = DMSO vehicle wells; 190,000 tested, 1% active; AID 1276, 2008;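 active = activation above a set limit, based on mean plus 3 SD of controls, cut at about 140% in these data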; also: values of inactives mirror those of a sister screen read the other way
PMI act satM6P = human PMI activators, high substrate, primary screen, biochemical, fluorescence intensity, near-saturating mannose 6-phosphate; activation factor at 20 µM; coupled PMI enzyme assay, resazurin fluorescence, 20 min; stronger effect = higher value; 1 = untreated enzyme, 0 = substrate-free blank; Mannose-6-phosphate isomerase (Homo sapiens), P34949; 190,000 tested, 0.34% active;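 active = activation factor of 2 or more at 20 µM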
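Test system: human phosphomannose isomerase with PGI, G6PDH, diaphorase coupling enzymes; Amount: PMI at 15 ng/mL final; Reagent: Mannose-6-phosphate 1.0 mM (near-saturating) plus 0.22 mM NADP+; Timing: 20 min, room temperature; Technique: resorufin fluorescence at Ex 544/Em 590 nm; Dosing: 20 µM single dose.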
FLuc stim CS = FLuc activators, initial screening, artefact control for FLuc-dependent activation tests, biochemical, ATPlite luminescence. Luciferin 4-monooxygenase (Photinus pyralis), P08659. ATPlite luciferase biochemical, 10 min; 0 = ATP-free wells, 1 = DMSO control. activation factor at 10 µM. AID 1027, 2008. 200,000 tested, under 10 active;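 active = luciferase activation factor, scaled between plate controls, of at least 2 with compound at 10 µM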
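Material: Luciferase/luciferin reagent mix | Doses: Test compounds dosed from 2 mM stocks in 100% DMSO | Timing: 10 min incubation after luciferase reagent addition, room temperature | Measured by: Luminescence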
PMI act = activators of human PMI, primary screen, biochemical, fluorescence intensity, near-Km mannose 6-phosphate; Mannose-6-phosphate isomerase (Homo sapiens), P34949; 190,000 tested, 0.005% active; activation factor at 20 µM; purified human PMI, coupled resazurin fluorescence, 20 min; stronger effect = higher value; 1 = vehicle control, 0 substrate-free wells;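 active = activation factor of 2 or more at 20 µM, relative to plate controls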
bIAP act = bovine intestinal alkaline phosphatase activators, primary screen, biochemical, bovine IAP, CDP-star luminescence. purified bovine IAP, 30 min; stronger effect = higher value; fold of DMSO-control signal, blank-subtracted. activation factor at 20 µM. 200,000 tested, 0.17% active;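 active = activation factor of 2 or more at 20 µM, a signal rise over negative controls twice the positive control's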
TNAP act hiacc = TNAP activators at high phosphate acceptor level, primary screen, biochemical, luminescence, uHTS. Alkaline phosphatase, tissue-nonspecific isozyme (Homo sapiens), P05186. purified TNAP, CDP-star luminescence, 1 M DEA, 30 min; stronger effect = higher value; 0 = EDTA background, 1 = DMSO-only activity. activation factor at 20 µM. 200,000 tested, under 10 active;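 active = activation factor at least 2 at 20 µM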
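Measured by: Luminescent substrate turnover signal | Test system: Human TNAP | Input: TNAP 1/800 final | Dosing: 20 µM single point | Schedule: 30 min, room temperature | Controls: EDTA wells as negative control, DMSO wells as positive control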
TNAP inh noacc = human TNAP enzyme inhibitors, primary screen, biochemical, luminescent, no phosphate acceptor, uHTS; AID 1012, 2008; inhibition, % at 20 µM; 200,000 tested, 0.26% active; Alkaline phosphatase, tissue-nonspecific isozyme (Homo sapiens), P05186; purified TNAP, CDP-star luminescence, 30 min;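 active = tissue-nonspecific alkaline phosphatase inhibition above about 50% at 20 µM in the single-dose screen, limit read from the data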;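 also: 0% = DMSO negative control and 100% = EDTA positive control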
NF-kB neuron act = activators of NF-kB expression in neurons, primary screen, cell-based, HTS; AID 1239, 2008; fold change at 12.5 µM; 190,000 tested, 1.6% active; human neuronal cells, NF-kB reporter expression; stronger effect = higher value; in the data active = fold change above about 3.3
* marks the source's active call; other numbers are inactive results; x = no result given.

canonical_smiles	TNAP inh hiacc	FLuc inhib CS	APP 5'UTR act	PMI act satM6P	FLuc stim CS	PMI act	bIAP act	TNAP act hiacc	TNAP inh noacc	NF-kB neuron act
COc1ccc(NC(=O)c2cc(Br)ccc2Cl)c([N+](=O)[O-])c1	-3.3	-4.1	1.0	0.9	1	0.9	1.1	1	-7.1	1.31
CCc1ccc(NC(=S)N(CCN2CCOCC2)Cc2ccccc2F)cc1	-3.6	-4.8	12.1	1	1	1	1.1	1	-12.4	1.06
NS(=O)(=O)c1ccc(-c2ccc(C=O)o2)cc1	0.7	-6.6	0.8	1	1.1	1.1	1	1	-3.6	1.03
CCn1c(SCC(=O)Nc2ccc(OC)c(OC)c2)nnc1-c1c[nH]c2ccccc12	-1.5	-1.3	-7.7	0.9	1	0.9	1.3	1	-9.1	0.99
Cc1cc(C(=O)N2CCCC(C(=O)c3cc(F)ccc3F)C2)c(C)o1 (stereo not drawn)	-2.4	-4.4	-0.4	0.9	1	0.9	1	1	-9.4	x
CC(=O)c1ccc(N(C(=O)Cn2nnc3ccccc32)C(C(=O)NC2CCCCC2)c2cn(C)nc2C)cc1 (stereo not drawn)	-0.6	-4.4	-0.3	0.5	1	1	0.9	1	-5.5	1.21
COc1ccc(NC(=O)OCC(C)C)cc1OC	-4.5	-0.4	11.8	1	1	0.9	0.8	1	-15.2	1.38
COc1ccc(NC(=O)CCS(=O)(=O)c2ccccc2)c(OC)c1	-3.6	-5.8	25.1	1	1.1	1	0.9	1	-8.3	1.09
Cc1ccc2oc(-c3cccc(NC(=O)Cn4cnc5c(=O)n(C)c(=O)n(C)c54)c3)nc2c1	-4.0	33.1	94.4	1.1	0.7	1	1	1	-4.1	2.56
Cc1cccc(C)c1NC(=O)N1CCC(N2CCCCC2)CC1	-0.9	-3.7	-1.2	1	1	0.7	1	1	-4.5	0.91
CS(=O)(=O)Nc1cccc2[nH]ncc12	-4.2	2.1	-13.6	0.6	1	0.9	1	1	-10.4	0.91
Cc1ccc(NC(=O)COC(=O)c2ccc3c(c2)NC(=O)C2CCCN32)cc1 (stereo not drawn)	2.1	-5.4	-5.4	1.3	1.1	1.2	1	1	-7.9	0.93
CN1CCN(C(=S)Nc2cccc(Cl)c2)CC1	-0.8	2.2	3.6	0.9	1	0.8	1	1	-10.4	1.09
CCn1c(/C=C/c2ccccc2[N+](=O)[O-])nc2ccccc2c1=O	-4.4	-6.3	13.2	1	1.1	0.8	1	1	-9.1	0.91
COC(=O)CC[C@@H](C(=O)O)N1C(=O)c2ccccc2C1=O	-6.5	-3.8	-6.4	1.1	1	1	0.9	1.1	-15.4	1.14
Cc1occc1-c1nnc(SCC(=O)N2CCN(c3ccccc3)CC2)n1C	1.1	-0.3	1.7	1	1	0.9	1.1	1	-5.5	1.09
CCOc1ccc(NC(=O)C(=O)NCc2ccncc2)cc1	-1.7	-5.4	-14.9	1.1	1.1	1	1	1	-8.1	0.47
CCC1Sc2ccccc2N(CC(=O)NCCC(C)C)C1=O (stereo not drawn)	-8.2	-1.2	-1.1	1	1	1	1.1	1.1	-6.2	1.07
Cc1ccc(C(C)C)c(OCCn2c(=O)oc3ccccc32)c1	-6.6	-2.4	13.7	0.8	1	0.8	0.9	1.1	-20.4	0.88
Cc1cc(N2CCOCC2)ccc1/C=C1\NC(=O)N(CC(=O)Nc2ccc(F)cc2)C1=O	1.5	9.3	7.5	0.8	0.9	0.8	1.1	1	3.9	1.39
COc1ccc(NC(=S)/N=C(\N)Nc2nc(C)c3ccc(C)cc3n2)cc1	-3.6	-0.2	0.2	1	1	1	1.1	1	-9.8	x
S=c1[nH]nc(-c2cccc(Br)c2)o1	-5.7	-4.4	2.1	1.2	1	1.1	0.9	1.1	-15.9	1.23
Nc1ccc(CSc2ccc(Cl)cc2)cc1	1.0	1.1	23.6	1	1	0.9	0.9	1	-11.0	1.28
O=C1CNC(=O)/C1=C\N1CCCCC1	-5.3	-1.4	-1.4	0.9	1	0.8	0.9	1.1	-9.4	1.01
CCc1ccc(NC(=S)N(CCCN2CCOCC2)Cc2ccccn2)cc1	-4.3	-2.5	15.3	1.1	1	1.1	0.9	1	3.6	0.92
C/C(=N\NC(=O)CSCc1ccc([N+](=O)[O-])cc1)c1cccc(Br)c1	-1.0	-6.7	0.0	1	1.1	0.9	0.9	1	7.5	1.13
COc1ccc(Cn2cccc(NC(=O)Nc3cccc(C#N)c3)c2=O)cc1	-4.3	-5.2	-13.9	0.7	1.1	0.8	1	1	-7.8	0.86
COc1ccc(-c2csc(Nc3cccnc3)n2)cc1OC	-8.3	38.9	22.5	1	0.6	1	0.8	1.1	-11.7	1.08
COc1cccc(NC(=O)CNC(=O)c2ccc(F)cc2)c1	-6.3	-5.8	6.0	1	1.1	1	0.8	1.1	-14.4	1.34
Cc1nccc(-c2ccc3c(c2)OCO3)n1	-1.8	1.1	5.8	1	1	1	1.1	1	-5.7	1.05

As a short view, some entries already given:
canonical_smiles	TNAP inh hiacc	FLuc inhib CS	APP 5'UTR act	PMI act satM6P	FLuc stim CS	PMI act	bIAP act	TNAP act hiacc	TNAP inh noacc	NF-kB neuron act
Cc1occc1-c1nnc(SCC(=O)N2CCN(c3ccccc3)CC2)n1C	1.1	-0.3	1.7	1	1	0.9	1.1	1	-5.5	1.09
CCOc1ccc(NC(=O)C(=O)NCc2ccncc2)cc1	-1.7	-5.4	-14.9	1.1	1.1	1	1	1	-8.1	0.47

The listing continues.
canonical_smiles	TNAP inh hiacc	FLuc inhib CS	APP 5'UTR act	PMI act satM6P	FLuc stim CS	PMI act	bIAP act	TNAP act hiacc	TNAP inh noacc	NF-kB neuron act
CC(C)N(Cc1nc(-c2ccccc2)no1)C(=O)COc1ccccc1	-5.1	-0.6	-3.2	0.9	1	0.9	1	1.1	-10.6	1.22
COc1cccc(C(c2nnnn2CS(=O)(=O)c2ccc(C)cc2)N2CCN(C)CC2)c1OC (stereo not drawn)	-4.5	-5.2	1.4	1	1.1	1	1.1	1	-13.6	1.11
Cn1nc(-c2ccc(OCC(N)=O)cc2)c2ccccc2c1=O	-5.9	-8.7	3.0	1	1.1	1	0.9	1.1	-17.3	1.1
Cc1nc2c(o1)CCc1ccccc1C2O (stereo not drawn)	-11.0	-5.7	-6.5	1.1	1.1	1	1	1.1	1.9	1.22
CCCc1nnc(SCC(=O)N2CCCCC2)n1CC1CCCO1 (stereo not drawn)	-4.0	-9.0	-8.7	1	1.1	1	1.1	1	-0.2	1.27
CCn1c(C)nc2cc(C(=O)n3cc(C(=O)c4cc(F)ccc4O)cn3)ccc21	-0.5	-3.5	x	1	1	0.9	1.1	1	-4.3	x
Cc1nnc(SCC(=O)c2ccccc2)n1Cc1ccccc1	-0.6	-3.1	14.2	1	1	0.9	0.9	1	-5.4	1
COc1cc(OC)c(NS(=O)(=O)c2coc(C(N)=O)c2)cc1Cl	0.8	-1.7	14.3	0.9	1	1	1	1	-11.7	1.23
CS(=O)(=O)CCC(C(=O)OCC(=O)c1ccc(Cl)cc1)N1C(=O)c2ccccc2C1=O (stereo not drawn)	-2.5	-4.0	6.5	1.1	1	0.9	1.6	1	-16.9	0.89
CN(C)NC(=S)Nc1ccc(Cl)cc1	-5.0	-5.3	14.3	1.1	1.1	1	0.9	1.1	-7.4	1.34
CCSc1nnc(NC(=O)[C@H](C)NC(=O)c2ccccc2Cl)s1	0.2	-4.0	-10.7	1	1	1	1	1	-3.5	1.24
CCCc1cc2c(OC(=O)CC)c(-c3ccc(C(=O)OCC)o3)c(=O)oc2cc1OC	-3.8	6.7	-4.3	0.9	0.9	1	1.1	1	-14.4	1.18
CC1=C(C(=O)Nc2ccccc2)C(c2ccc(C)cc2)N=C(Nc2nc3ccccc3o2)N1 (stereo not drawn)	-0.7	-7.2	6.4	1.1	1.1	1.1	1.2	1	-10.1	1.01
O=C(COC(=O)c1cnccn1)c1ccccc1	-2.1	1.4	-4.7	1	1	0.9	0.9	1	-8.2	1.04
O=C(C1=C(O)C(=O)N(Cc2ccccc2)C1c1ccncc1)c1ccco1 (stereo not drawn)	-3.7	-4.2	8.3	1.7	1	1.4	0.9	1	-14.7	1.07
COc1ccc(C)cc1NC(=O)CN(c1ccccc1)S(C)(=O)=O	-4.3	-2.8	0.2	1	1	1	1	1	-14.7	1.07
O=S(=O)(NC1CCCCC1Oc1ccccc1)c1ccc(Cl)cc1 (stereo not drawn)	-3.9	-5.1	-1.6	0.9	1.1	0.9	1	1	-9.1	1.48
CCOC(=O)c1c(NC(=O)CN2C(=O)c3ccccc3C2=O)sc(Cc2ccc3c(c2)OCO3)c1C	-1.4	-9.4	3.1	0.5	1.1	0.8	0.8	1	-7.2	1.06
O=C(Nc1ccccc1C(F)(F)F)N1CCN(c2ccc3nnc(-c4ccc(F)cc4)n3n2)CC1	-5.3	-2.2	-0.6	1	1	0.9	1	1.1	-10.1	0.66
Fc1c(F)c(C(F)(F)F)c(F)c(F)c1N/N=C\c1cccs1	-2.6	-7.4	3.7	0.9	1.1	0.9	0.9	1	-8.5	1.04
